TDP2 absorb – blocks human TDP2 phosphodiesterase activity | O95551 | recombinant TDP2, T5PNP hydrolysis, p-nitrophenol absorbance 415 nm | inhibition, % at 12.8 µM | 0.34% of 370,000 active;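 active means inhibition above the mean of all tested compounds plus 3 SD, set per campaign, cut at about 25% in these data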;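 further: 0% = DMSO with enzyme and 100% = buffer with substrate but no TDP2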
Target sequence (O95551 whole entry, looked up): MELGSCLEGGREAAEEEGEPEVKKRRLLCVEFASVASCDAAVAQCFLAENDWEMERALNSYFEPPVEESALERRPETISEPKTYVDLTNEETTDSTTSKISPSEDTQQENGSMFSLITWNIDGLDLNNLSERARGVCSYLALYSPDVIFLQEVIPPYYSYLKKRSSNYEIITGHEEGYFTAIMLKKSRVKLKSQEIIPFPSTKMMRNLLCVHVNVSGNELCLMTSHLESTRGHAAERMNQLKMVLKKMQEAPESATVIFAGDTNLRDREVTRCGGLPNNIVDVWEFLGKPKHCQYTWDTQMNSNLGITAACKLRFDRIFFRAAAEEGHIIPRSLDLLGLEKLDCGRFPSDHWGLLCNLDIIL
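test system = human TDP2 enzyme | input = TDP2 enzyme at 120 nM final | medium = 50 mM Tris-HCl pH 7.5 with Mg2+, KCl, DTT, BSA | also added = T5PNP substrate, 5 mM | times = 2 h at 37 °C | technique = epi absorbance | benchmarks = high control without enzyme, low control DMSO plus TDP2 | replication = each compound tested once, singlicate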
mABHD4 FP – ABHD4 (mouse) inhibition, primary FP screen | purified mABHD4, FP-Rh probe fluorescence polarization | Q8VD66 | inhibition, % at 8.92 µM | 0.54% of 370,000 active;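 active means inhibition exceeding the mean over every tested compound plus 3 SD, cut at about 30% in these data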;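 further: 0% = plate median of compound wells and 100% = S159A mutant with DMSO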
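System: mouse ABHD4 enzyme, wild type / Medium: HEPES pH 7.0, NaCl, Pluronic buffer / Reagent: FP-Rh activity-based fluorescent probe / Control set: S159A mutant high control, sample median low control / Detection: fluorescence polarization with parallel and perpendicular emission, 525/598 nm / Schedule: 45 min + 60 min at 25 °C / Compound dosing: 8.92 µM, single dose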
NR1D1 modulator – modulators of human Rev-erb alpha DNA binding | P20393 | Rev-erbα–FITC-DNA binding, fluorescence polarization, 90 min | activity, % at 10 µM | 0.79% of 370,000 active | AID 1259318;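 active means activity above about 14%, limit read from the data; passing the limit was not always enough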;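 further: 0% = DMSO wells with 35 nM protein and 100% = DMSO wells with 750 nM protein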
SIAE primary – human SIAE inhibition, primary screen; Q9HAT2; inhibition, % at 9.66 µM; SIAE FP-Rh probe binding, fluorescence polarization; AID 1053197; 0.69% of 370,000 active;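 active means inhibition above a cutoff: mean of compounds within the control limits plus 3 SD of those, cut at about 17% in these data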;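 further: 0% = plate median of compound wells and 100% = probe without SIAE protein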
Target sequence (Q9HAT2 whole entry, looked up): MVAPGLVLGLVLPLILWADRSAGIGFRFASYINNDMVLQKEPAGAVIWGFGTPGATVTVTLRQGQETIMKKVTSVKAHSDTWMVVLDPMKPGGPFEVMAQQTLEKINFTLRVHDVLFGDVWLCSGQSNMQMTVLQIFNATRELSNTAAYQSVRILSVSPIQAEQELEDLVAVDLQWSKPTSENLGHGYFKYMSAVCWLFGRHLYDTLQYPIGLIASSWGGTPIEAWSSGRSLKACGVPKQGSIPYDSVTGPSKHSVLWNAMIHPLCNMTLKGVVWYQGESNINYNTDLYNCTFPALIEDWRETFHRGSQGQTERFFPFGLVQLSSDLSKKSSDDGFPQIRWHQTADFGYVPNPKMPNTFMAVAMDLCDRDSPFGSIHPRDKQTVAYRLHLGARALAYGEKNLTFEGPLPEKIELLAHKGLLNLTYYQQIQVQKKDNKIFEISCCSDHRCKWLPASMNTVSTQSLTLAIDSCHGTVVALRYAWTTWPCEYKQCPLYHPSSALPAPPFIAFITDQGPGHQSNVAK
PRMT1 FP inh – blocks human protein arginine methyltransferase 1; recombinant PRMT1, activity-based probe fluorescence polarization; 1.3% of 370,000 active; AID 652257; Q99873; inhibition, % at 2.79 µM;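 active means inhibition above about 21% made by adding two undisclosed values, limit read from the data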
LEDGF integ inh – blocks HIV-1 LEDGF/p75-dependent DNA integration; TR-FRET IN-LEDGF/p75 DNA integration, Eu/Cy5; 0.64% of 370,000 active; inhibition, % at 3.7 µM;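 active means inhibition above the screen-wide mean plus 3 SD, cut at about 13% in these data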;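 further: signal is the Cy5 over europium emission ratio at 671 and 618 nm; 0% = plate median of compound wells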
PG9 binder – PG9 antibody binding by small molecule. inhibition, % at 6.7 µM. TR-FRET gp120-PG9 antibody binding. 0.43% of 360,000 active. AID 624416; in the data active means inhibition above about 8.5%
TCR CD3 inh – inhibitors of human TCR-CD3 interaction; TAMRA-labeled TCR probe fluorescence, biochemical; inhibition, % at 9.4 µM; 0.37% of 360,000 active; in the data active means inhibition above about 19%;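 further: recombinant mutant TCR 2C K166C tagged with TAMRA read by polarization; 0% = receptor in buffer alone and 100% = receptor with positive control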
HTRA1 inh – HTRA1 (human) protease inhibition; Q92743; inhibition, % at 5.96 µM; 0.5% of 340,000 active; recombinant HTRA1, FP-rhodamine activity-based probe, fluorescence polarization; AID 504803; in the data active means inhibition above about 36%;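 further: 0% = enzyme with DMSO and 100% = wells lacking enzyme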
rCAG RNA binder – molecules binding r(CAG) RNA repeats. inhibition, % at 3 µM. AID 651821. 1.3% of 370,000 active. r(CAG) RNA repeat, TO-PRO-1 dye displacement fluorescence;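 active means inhibition above the plate cutoff, the mean of all test compounds on that plate plus 3 SD, cut at about 35% in these data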;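 further: 0% = DMSO alone and 100% = 100 µM mitoxantrone as full dye displacement; higher means more dye released from RNA so lower well fluorescence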
Active calls of the source: *; · = not tested or not shown. A portion of the library, so the mix of outcomes need not match the whole.

canonical_smiles	SIAE primary	HTRA1 inh	rCAG RNA binder	mABHD4 FP	TDP2 absorb	LEDGF integ inh	PG9 binder	TCR CD3 inh	PRMT1 FP inh	NR1D1 modulator
COc1ccccc1NC(=S)NNC(=O)c1nn(C)cc1Cl	8	8	3	13	0	-2	-0.5	-1	-5	-1
FC(F)(F)c1ccccc1Cc1c(-c2cccc(Cl)c2)nc2ccc(Br)cn12	-8	·	31	-8	3	2	-0.5	2	-1	-3
O=C(Cn1c(NCCO)nc2ccccc21)N1CCN(Cc2ccccc2)CC1	4	2	-3	2	16	0	-0.2	-4	-4	-1
CCN1CCN(c2ccc(NC(=O)c3cc4ccccc4cc3OC)cc2C)CC1	6	4	5	11	-16	-12	1.8	-8	1	4
O=S(=O)(c1ccc2nc(COc3ccccc3)[nH]c2c1)N1CCOCC1	16	-2	0	-7	10	-4	-3.2	4	-1	-3
CC(=O)N1CCOc2ccc(S(=O)(=O)NC[C@H]3O[C@@H](n4cnc5c(N)ncnc54)[C@H](O)[C@@H]3O)cc21	-3	3	2	12	1	-1	-0.8	-4	1	-3
O=S1(=O)c2c(cccc2N2CCCCC2)O[C@H](COCc2ccccc2)CN1C1CC1	-3	·	5	-4	-3	1	-1.7	2	-4	5
CCc1ccc(C(C(=O)NC2CCCC2)N(CCOC)C(=O)CCC(=O)Nc2cc(C)on2)cc1 (stereo unspecified)	-2	-5	-11	0	-4	-4	0.6	-7	1	6
CCOC(=O)c1sc(NC(=O)CSc2nc3c(c(-c4ccc(OC)cc4)c2C#N)CCCC3)c(C#N)c1C	-2	8	6	-11	-15	4	-0.8	-6	-1	32*
COc1ccc(OCC(=O)N/N=C2\CCCCc3ccccc32)cc1	-10	-3	-3	-10	-8	10	-1.4	9	-3	8
Nc1c(C(=O)Nc2ccccc2)sc2nc(-c3cccnc3)ccc12	5	·	5	-4	-9	1	0.9	2	40*	-2
COc1ccc(NC(=O)Nc2ccc(Cc3ccncc3)cc2)cc1OC	6	3	5	-5	-4	-4	2.0	-2	3	1
Cc1cccc(NC(=O)CCSc2ccccc2)c1C	3	0	-2	4	5	-2	-3.7	-5	4	0
COc1cccc(NC(=O)CCc2ccccc2)c1	4	5	-3	4	1	4	0.9	-3	-1	0
COc1ccccc1N1CCN(/N=C\c2ccc(C)o2)CC1	-2	2	-8	11	-4	2	-2.7	2	5	·
CCN(CC)c1ccc(S(=O)(=O)N2CCCCC2)cc1NC(=O)CSCc1c(C)noc1C	0	-24	0	3	3	-2	2.0	1	-1	9
Cn1ccnc1SCCC#N	5	7	-3	-3	3	-5	-0.6	9	-3	-2
Cc1ccc(S(=O)(=O)N2CCC(=O)N([C@H](COCc3ccc(Cl)cc3Cl)Cc3ccccc3)CC2)cc1	0	·	2	-7	1	7	-0.1	-6	2	-1
COC(=O)[C@@]12C[C@@H](CC(=O)NCc3ccc(OC)c(OC)c3)C(=O)N(Cc3cccc4ccccc34)C1=CCC(C)(C)C2	-7	·	9	-10	4	-2	-0.7	-4	2	13
Cc1c(S(=O)(=O)N2CCCC2)c(=O)n(C)c(=O)n1C	9	-1	1	-4	-10	2	-0.7	-1	-3	-2
O=C(N/N=C/c1ccc2cccnc2c1)c1ccco1	2	1	0	7	7	-1	0.5	4	0	2
Cc1cc(C)c2nc(NC(=O)C3CC(=O)N(Cc4ccco4)C3)sc2c1 (stereo unspecified)	-5	-17	2	4	-1	-1	0.4	-3	-3	-1
CCOC(=O)c1c(-c2ccccc2)csc1NC(=O)c1nn(CC)cc1Br	-14	-17	7	-4	0	0	-0.4	3	3	6
Cc1nc(NC(=O)C2CC2)sc1C(=O)N1CCCCC1	-2	6	-4	3	-4	-5	0.3	-13	4	1
Cc1cc(C(C)(C)C)oc1C(=O)N(CC(=O)NC1CCCC1)Cc1ccccc1	4	-9	-3	-2	11	2	-0.7	-4	-1	4
COc1ccc(-c2csc(Nc3ccc(S(N)(=O)=O)cc3)n2)cc1OC	-5	-14	22	-3	18	-1	-0.8	3	2	0
CCC1(CC)NC(=O)N(CC(=O)OC(C)C(=O)Nc2ccc(Cl)cn2)C1=O (stereo unspecified)	-2	-2	-4	-3	6	3	-0.2	2	-3	-3
COC(=O)[C@]12C[C@H](CC(=O)NCc3cccc(C(F)(F)F)c3)C(=O)N(Cc3cccc4ccccc34)C1=C[C@H](COCc1ccccc1)O[C@@H]2C	-8	·	7	-12	-1	1	·	·	0	-3
CC(=O)Nc1ccc(S(=O)(=O)N2CCN(CCN3CCOCC3)CC2)cc1Cl	3	4	-3	2	6	-2	-0.5	4	0	2
CC(=NNC(=S)N1CC2CCC(CC2)C1)c1cnccn1	0	13	4	9	15	-5	1.8	1	25*	2
CCOC(=O)c1ccc(NC(=O)COc2cc(=O)n(CC)c3ccccc23)cc1	-7	-6	2	2	11	3	0.7	6	-5	28*
COc1ccc(CCNC(=O)CCCOc2ccc(C)cc2)cc1OC	2	-3	1	1	-10	-1	0.2	-5	3	-2
Nc1c(C(=O)Nc2cccc(C(=O)O)c2)sc2nc3c(cc12)CCCC3	-2	-3	25	12	4	5	-0.9	-1	6	4
C=CCNC(=S)NC(=O)c1ccc(C)c(Br)c1	0	-15	-2	-5	-14	-2	0.2	2	0	0
CCOC(=O)c1ccccc1NC(=O)COC(=O)c1ccccc1C(=O)N(C)c1ccccc1	7	-18	-11	-2	9	5	0.1	3	0	0
COc1ccccc1-c1ccc([C@@H]2C[C@H]3[C@@H](CN2)CON3C)cc1	-7	-1	4	-8	4	-5	-2.2	-1	-3	-9
O=C(Cc1cccc2ccccc12)N/N=C/c1ccc(F)cc1	-5	-14	1	-7	-8	-4	0.1	6	-5	-1
CC(NC(=O)C1CC=CCC1C(=O)O)C1CC2CCC1C2 (stereo unspecified)	-2	14	-1	1	1	1	1.2	2	-1	1
Cc1ccc(S(=O)(=O)Nc2c(C(=O)O)[nH]c3ccccc23)cc1C	3	8	46*	15	8	-1	-1.7	1	0	2
Cc1ccc(S(=O)(=O)N2CCCCC2C(=O)N2CCN(c3ccccc3F)CC2)cc1 (stereo unspecified)	-4	-7	0	3	-7	-4	-0.4	-6	0	-2
CCOc1ccc(C(=O)NC(=S)Nc2ccccn2)cc1[N+](=O)[O-]	-2	3	0	-11	1	0	0.3	-6	4	1
O=C(COc1cc(Cl)c(Cl)cc1Cl)N1CCN(c2ccccn2)CC1	0	·	-2	2	1	-4	1.1	6	-4	-4
COc1cc(/C=C/CNC[C@H]2O[C@@H](n3ccc(=O)[nH]c3=O)[C@H](O)[C@@H]2O)ccc1O	2	3	3	3	-12	3	-0.2	-1	-2	-5
CCN1C(=O)[C@H]2[C@@H](c3ccc(-c4ccc(C(C)=O)cc4)c(OC)c3)N3CCCC[C@@]3(C(=O)OC)[C@H]2C1=O	1	-37	1	-5	-5	0	-4.1	0	3	-2
Cc1ccc(SCC(=O)NNC(=O)CCS(=O)(=O)c2ccccc2)cc1	-2	6	0	-2	4	4	1.5	-9	5	-2
COc1ccc(-n2c(=S)[nH]c3cc(C(=O)NCCCN4CCCC4=O)ccc3c2=O)cc1	0	-1	-3	3	3	0	-2.9	5	-1	-2
O=C(CN1CCC(O)(c2ccc3c(c2)OCO3)CC1)OC1CCCCC1	0	5	-9	-3	3	-5	-2.0	-5	-1	1
CC(=O)Nc1ccc(Br)cc1C(=O)C(=O)O	-5	6	-2	1	9	0	-0.2	-1	3	1
O=C(NCC(=O)N1CCN(c2ccccc2)CC1)c1ccccc1	-1	7	-1	1	7	-3	-1.7	-9	-2	2
COc1ccc(NC(=O)NNc2cc(N3CCOCC3)nc(N3CCOCC3)n2)cc1	7	-2	-4	6	2	-4	-2.2	8	2	0
COc1ccc(C(C)=O)cc1COC(=O)Cn1cnc2ccccc2c1=O	4	-1	0	-4	-14	2	-1.4	3	-2	-7
COc1ccc(Cl)cc1NC(=O)c1cc(C)no1	8	1	-3	-4	-1	6	-0.7	-3	-4	4
CC1=C(C(=O)Nc2cccc(C(=O)NCc3ccc(F)cc3)c2)SCCO1	1	-7	1	0	-1	0	-0.5	-4	2	-5
CCC(C)(C)NC(=O)CN(C(=O)CCC(=O)Nc1nccs1)c1ccc(C)cc1	-3	4	-11	-3	-6	-4	-1.0	8	0	0
COc1ccc(S(=O)(=O)N(C)CC(=O)N2CCCC2)cc1Cl	-3	-4	-4	0	4	1	-2.0	8	1	-5
Cc1ccccc1-c1ccnc2[nH]n(-c3ccccc3)c(=O)c12	2	-1	1	6	6	-4	-8.7	-6	-1	4

Next entries follow.
canonical_smiles	SIAE primary	HTRA1 inh	rCAG RNA binder	mABHD4 FP	TDP2 absorb	LEDGF integ inh	PG9 binder	TCR CD3 inh	PRMT1 FP inh	NR1D1 modulator
CC(C)C[C@@H](CNCC(=O)[C@H](Cc1ccccc1)NC(=O)c1[nH]cnc1C(=O)N[C@H](CN)CC(C)C)NC(=O)c1nc[nH]c1C(=O)N[C@@H](CC(=O)O)C(=O)O	2	9	19	5	-2	-2	0.7	-1	-3	-3
CCC(=O)Nc1ccc(NC(=O)C23CC4CC(CC(C4)C2)C3)cn1	-3	-4	-6	-1	8	-2	0.7	7	2	-3
COc1ccccc1N1CCN(S(=O)(=O)c2c[nH]c(=O)[nH]c2=O)CC1	2	1	1	-5	-4	-2	-1.8	-6	5	4
Cc1ccc(C)c(NC(=S)N2CCC(NC(=O)C3CCCCC3)CC2)c1	1	8	-1	10	-4	0	0.4	-3	-3	-4
COC(=O)COc1cccc(/C=N/NC(=O)CCSc2ccccc2)c1	1	-12	-1	0	1	-2	-2.5	3	0	0
CCOC(=O)c1sc2nc(C3CC3)cc(-c3ccc(OC)cc3)c2c1N	2	4	2	-2	-3	1	0.3	1	4	3
Cc1cc2ccccn2c1C(=O)c1ccc(Cl)c([N+](=O)[O-])c1	1	-9	-3	2	6	0	0.4	3	-3	-2
COc1ccc(NC(=O)NNC(=O)COc2ccc(Cl)cc2C)cc1OC	-1	2	0	-1	0	-1	-2.3	-3	2	0
COc1ccccc1N1CC(C(=O)NCCN2C(=O)S/C(=C\c3cccnc3)C2=O)CC1=O (stereo unspecified)	8	2	3	-3	-13	0	-1.7	-4	5	-6
Cc1ccc(-n2c(C)c3c(C)nnc(C)c3c2C)cc1N	10	15	3	2	-11	-6	-0.7	-9	5	1
O=C(CN1C(=O)NC2(CCCC2)C1=O)Nc1ccc(F)c(Cl)c1	0	-5	1	-4	5	0	-2.0	5	-3	7

An excerpt from above with just NR1D1 modulator, TCR CD3 inh and PRMT1 FP inh.
canonical_smiles	NR1D1 modulator	TCR CD3 inh	PRMT1 FP inh
CCC(C)(C)NC(=O)CN(C(=O)CCC(=O)Nc1nccs1)c1ccc(C)cc1	0	8	0
COc1ccc(S(=O)(=O)N(C)CC(=O)N2CCCC2)cc1Cl	-5	8	1

Source: PubChem
